Screening data from PubChem BioAssay.
APJ antagonist: antagonists of human APJ apelin receptor | inhibition, % at 20 µM | 0.32% of 330,000 active | CHO-K1 APJ beta-arrestin complementation, luminescence | AID 2521;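 active = inhibition above about 40% at 20 µM, limit read from the data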;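 also: cells challenged with 10 nM apelin-13 agonist together with compound; plate controls were apelin-13 plus DMSO wells for no effect and DMSO wells lacking apelin-13 for full effect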
tim23-1 inh: growth inhibitors of tim23-1 mutant yeast | S. cerevisiae tim23-1 growth, BacTiter-Glo luminescence, 24 h | inhibition, % at 20 µM | 1.3% of 330,000 active | AID 463212;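 active = growth inhibition of the mutant yeast at or above 50%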;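 also: temperature-sensitive mutant grown at 25 °C; plate controls were DMSO-treated mutant yeast for no effect and medium wells lacking yeast for full effect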
UPR CHOP act: apoptotic UPR (CHOP) activation; AID 449763; activation, % at 10 µM; CHO-CHOP luciferase reporter, luminescence; percent of tunicamycin response over DMSO baseline; 0.34% of 330,000 active;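 active = at 10 µM dose, activation of 40% or more, normalized to positive control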;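 also: 100% = tunicamycin at 10 µg/mL and 0% = DMSO alone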
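Dosing – one dose, 10 µM in 0.5% DMSO · System – CHO-CHOP cells, stable luciferase reporter of PERK-eIF2a-CHOP signalling · Input – 500 cells/well · Control set – tunicamycin 10 µg/mL final as positive, DMSO-only wells as negative · Timing – 6 h compound treatment, 37 °C · Measure – % activation vs tunicamycin · Technique – luminescence read with Steady-Glo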
APJ ag: activates the human apelin receptor APJ | CHO-K1 APJ PathHunter beta-arrestin, luminescence; 0% DMSO wells, 100% apelin | activation, % at 20 µM | 0.11% of 330,000 active;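 active = activation more than six SD over the plate average, tested at 20 µM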;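 also: 0% = DMSO alone and 100% = apelin-13 at 10 nM; some results filed as inactive read as strong as hits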
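Assay system: engineered CHO-K1 APJ arrestin reporter cells; Amount: 1000 CHO-K1 reporter cells seeded per well; Dosing: one dose, 20 µM compound, 1% DMSO; Times: compound stimulation 90 min at 25 °C, detection 60 min; Measured by: luminescent beta-gal fragment complementation, chemiluminescent substrate; Read-out: APJ–arrestin association signal; Controls: DMSO vs Apelin-13 10 nM.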
CCR6 antagonist: CCR6 (human) receptor antagonism. CHO-K1 CCR6 PathHunter beta-arrestin, luminescence, CCL20-stimulated. inhibition, % at 20 µM. 0.49% of 340,000 active. AID 493098;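 active = compounds whose inhibition of the agonist-driven luminescence signal at 20 µM reaches about 50%, limit read from the data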;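 also: cells stimulated with CCL20 at 14 nM final; plate controls were DMSO with CCL20 for no effect and DMSO without agonist for full effect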
CXCR6 block: inhibitors of human CXCR6 receptor | AID 602244 | inhibition, % at 20 µM | 0.36% of 360,000 active | CHO-K1 PathHunter CXCR6 beta-arrestin, luminescence; in the data active = inhibition above about 34%, passing the limit was not always enough;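 also: antagonist mode with CXCL16 agonist at 10 nM final; 0% = 10 nM CXCL16 with DMSO and 100% = unstimulated wells without agonist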
Mdm2 MdmX PPI: inhibitors of human Mdm2/MdmX interaction | O15151+Q00987 | inhibition, % at 8 µM | SaOS-2 split-luciferase Mdm2/MdmX complementation, luminescence | 3% of 330,000 active;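 active = inhibition of at least 50% at 8 µM in the primary screen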
Target sequence (O15151 whole entry, looked up): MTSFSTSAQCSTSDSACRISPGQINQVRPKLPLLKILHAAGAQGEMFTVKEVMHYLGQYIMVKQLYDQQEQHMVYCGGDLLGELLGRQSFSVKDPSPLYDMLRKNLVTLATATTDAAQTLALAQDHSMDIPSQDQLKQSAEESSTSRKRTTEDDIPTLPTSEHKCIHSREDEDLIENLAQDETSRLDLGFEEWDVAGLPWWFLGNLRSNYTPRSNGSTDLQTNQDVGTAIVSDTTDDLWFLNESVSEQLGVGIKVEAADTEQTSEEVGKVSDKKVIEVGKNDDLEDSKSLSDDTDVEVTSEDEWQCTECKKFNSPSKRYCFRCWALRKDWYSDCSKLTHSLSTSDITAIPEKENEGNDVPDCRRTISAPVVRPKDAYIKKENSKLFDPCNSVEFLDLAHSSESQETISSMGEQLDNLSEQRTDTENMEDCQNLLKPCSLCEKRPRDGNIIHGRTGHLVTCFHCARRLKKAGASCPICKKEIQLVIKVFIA
Target sequence (Q00987 whole entry, looked up): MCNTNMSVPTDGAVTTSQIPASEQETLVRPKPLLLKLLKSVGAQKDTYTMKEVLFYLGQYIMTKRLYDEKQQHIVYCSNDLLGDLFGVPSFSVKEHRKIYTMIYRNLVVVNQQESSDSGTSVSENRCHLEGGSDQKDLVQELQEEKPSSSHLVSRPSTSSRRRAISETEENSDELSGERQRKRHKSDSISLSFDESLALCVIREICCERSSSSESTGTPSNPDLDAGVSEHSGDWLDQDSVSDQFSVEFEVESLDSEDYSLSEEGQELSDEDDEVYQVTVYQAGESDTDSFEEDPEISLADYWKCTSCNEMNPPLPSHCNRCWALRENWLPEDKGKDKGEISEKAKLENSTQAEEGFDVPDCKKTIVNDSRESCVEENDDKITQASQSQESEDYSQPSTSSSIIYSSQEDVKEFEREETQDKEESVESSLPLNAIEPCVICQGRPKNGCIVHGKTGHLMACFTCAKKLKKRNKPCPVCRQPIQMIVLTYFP
EBI2 block: EBI2 (human) antagonism; P32249; EBI2 beta-arrestin recruitment, luminescence, 7a,25-OHC stimulated; inhibition, % at 5 µM; 0.81% of 360,000 active; AID 651636; in the data active = inhibition above about 38%;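 also: enzyme fragment complementation signal reports receptor beta-arrestin coupling in cells; 0% = agonist plus DMSO wells and 100% = wells without agonist; some results beyond the cut were filed as inactive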
UPR XBP1 act: adaptive UPR (XBP1) activation; CHO-XBP1 luciferase reporter, IRE1-XBP1 UPR activation, luminescence; percent of tunicamycin response, DMSO as zero; 0.33% of 330,000 active; activation, % at 20 µM; AID 463104;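 active = versus positive control, 20 µM dose yields 30% or more activation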;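 also: 100% = tunicamycin at 10 µg/mL and 0% = DMSO only wells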
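Test system: CHO-XBP1 luciferase reporter cells | Buffer or medium: Serum-containing F12 medium, 10% FBS | Schedule: 6 h compound exposure at 37 °C, 5% CO2 | Detection: Steady-Glo luciferase glow luminescence, 10 min after reagent addition | Read-out basis: Activation, % of tunicamycin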
Active calls of the source: *; x = no result given. Only part of the results is shown; count on the stated rates, not on these rows.

SMILES | APJ antagonist | tim23-1 inh | UPR CHOP act | APJ ag | CCR6 antagonist | CXCR6 block | Mdm2 MdmX PPI | EBI2 block | UPR XBP1 act
O=C(Nc1ccccc1)Nc1ccc(C(=O)N2CCOCC2)cc1 | -13.9 | 25.8 | 2.5 | -2.0 | 0.9 | 4.4 | -16.8 | -15.4 | 3.1
CN(C)C(=O)c1ccc(NC(=O)c2sccc2-c2ccccc2)cc1 | -0.9 | 9.5 | 2.4 | 9.0 | 4.4 | 4.1 | 4.6 | 4.5 | -2.8
CCCN(CCC)CCCn1c(=O)[nH]c2ccccc21 | -3.6 | 5.8 | 1.7 | -2.3 | 1.4 | 9.3 | 7.1 | 0.2 | -5.4
CCC(=O)Nc1nc2nc(-c3ccccc3)cc(-c3ccccc3)n2n1 | 4.3 | -4.8 | -2.4 | 1.4 | 11.4 | -1.7 | -6.1 | 2.6 | 3.2
CCC1(C)N=c2c(c(=O)n(C)c(=O)n2C)=NO1 (stereo unspecified) | -9.1 | 4.4 | 1.2 | -1.7 | 21.5 | -6.5 | -11.1 | -6.0 | -3.9
O=C(CCNC(=O)c1ccc([N+](=O)[O-])cc1)NCCc1ccccc1 | -3.6 | -2.5 | 3.5 | -0.1 | -2.5 | -11.1 | -16.4 | -7.2 | 1.1
CC(C)c1ccc(NC(=O)NC2(C(=O)NCc3cccnc3)CCCCC2)cc1 | -5.2 | 9.1 | 0.4 | 0.0 | 9.7 | -3.1 | 14.8 | -5.1 | -2.9
CCn1c(SCC(=O)c2ccccc2)nc2ccccc2c1=O | 2.5 | 12.4 | -0.5 | 0.2 | 5.7 | -10.4 | 18.2 | 0.5 | 3.9
O=c1c(-c2nc3ccccc3s2)cccn1Cc1ccc(Cl)cc1 | 0.8 | 11.4 | 1.0 | -0.2 | -14.5 | 7.2 | -19.9 | 9.4 | -0.7
COc1ccc(C(=O)N2CCC(C(=O)N3CCN(c4ccccc4)CC3)CC2)cc1 | -17.4 | 2.9 | -1.5 | -2.1 | 15.1 | 10.7 | 13.0 | 21.9 | -4.0
O=C(NCCCN1CCCCCC1)c1ccc(N2CCCC2=O)cc1 | -16.4 | 12.2 | -2.9 | 1.4 | -14.7 | 0.2 | -21.6 | -2.1 | 8.9
O=C(NCc1ccco1)c1cccnc1-c1nc2ccccc2s1 | 2.3 | 21.2 | -2.7 | -2.7 | 10.5 | -7.5 | 7.5 | -12.9 | -5.8
COC(=O)C1CCN(C(=O)CSc2ccccc2)CC1 | -26.7 | 20.5 | -0.8 | -2.2 | 10.6 | 0.1 | -0.3 | 4.0 | 0.7
CC(C)C(=O)NNC(=O)c1c(O)c2ccccc2[nH]c1=O | 0.5 | 3.3 | 0.9 | -2.3 | -6.4 | -5.1 | -11.7 | -2.6 | -0.6
O=[N+]([O-])c1ccc(N2CCN(C(=S)NCc3ccc(Cl)cc3)CC2)cc1 | -6.8 | -96.6 | 0.7 | -1.9 | 11.1 | 14.1 | 21.0 | 51.9* | -1.9
CCOC(=O)C1=C(C)N(CCCC(=O)O)C(=O)NC1c1ccccc1OS(=O)(=O)c1ccc(C)cc1 (stereo unspecified) | -1.8 | 20.9 | 1.3 | 4.9 | 3.5 | -4.5 | 30.0 | 6.4 | -1.5
Cc1c(NC(=O)CSc2nc3ccccc3n2C)c(=O)n(-c2ccccc2)n1C | -5.2 | 11.3 | -0.4 | -1.7 | -5.3 | 3.6 | 6.3 | -1.7 | -1.6
Cc1ccc(-c2nc(-c3ccncc3)no2)c(C)c1 | 1.4 | -10.4 | 8.6 | -3.3 | -7.2 | -6.5 | -115.6 | -14.3 | -3.9
COc1cc(S(=O)(=O)N2CCN=C2c2ccccc2)ccc1F | 9.4 | 4.7 | 0.5 | -4.0 | 11.4 | -0.1 | 31.7 | -11.2 | 2.4
CCc1ccc(NC(=S)N2CCC(NC(=O)c3ccccc3)CC2)cc1 | -6.7 | -1.4 | 2.1 | 1.1 | 11.2 | 0.0 | -1.0 | 1.4 | 4.4
O=C(COC(=O)C1CC(=O)N(Cc2ccco2)C1)Nc1ccccc1[N+](=O)[O-] (stereo unspecified) | -28.8 | 4.8 | 3.0 | -1.7 | -5.4 | 4.6 | 4.0 | -6.1 | -0.1
CCc1ccccc1N1C(=O)c2cccc3c(N4CCOCC4)c([N+](=O)[O-])cc(c23)C1=O | 17.2 | 22.2 | -3.7 | -1.5 | 36.1 | 26.1 | 20.2 | -1.0 | 8.2
CCOc1ccc(C(C)=O)cc1COC(=O)c1ccccc1C(=O)N(C)Cc1ccccc1 | -39.4 | 19.7 | 0.9 | -4.1 | 16.6 | 11.6 | 10.7 | 10.0 | -1.7
CCNc1nc2cccnc2s1 | -6.7 | 11.3 | 1.4 | 2.3 | 5.4 | -5.1 | 0.8 | 10.6 | -2.1
CCOC(=O)C1CCCN(C(=O)c2cc3c(=O)n(C)c4ccccc4c3n2C)C1 (stereo unspecified) | -7.9 | 20.3 | 1.2 | 1.3 | -5.0 | 4.1 | -25.8 | -16.2 | 0.3
CC(C)c1ccc(/C=N/NC(=O)CC(=O)NCc2ccccc2)cc1 | 4.1 | -1.1 | -0.8 | -0.6 | 4.4 | 6.0 | 0.4 | -9.7 | -4.7
CC(CC(=O)NC1CCSC1=O)c1ccccc1 (stereo unspecified) | -9.8 | 0.8 | -2.4 | -2.7 | 10.1 | -3.3 | 5.5 | -1.5 | -4.2
O=C(c1cccc(F)c1)N1CCc2ccccc2C1 | 3.2 | 12.1 | 2.3 | -9.1 | -10.1 | -5.8 | 3.8 | -3.1 | 1.8
Cc1cc(=O)n2nc(N3CCC(C(=O)NC4CCCc5ccccc54)CC3)sc2n1 (stereo unspecified) | -1.2 | 4.9 | 1.2 | -4.0 | 2.0 | -12.4 | 25.4 | -11.0 | -5.7
O=C(NCCN1CCOCC1)c1cccc(S(=O)(=O)N2CCCCC2)c1 | -40.0 | -3.4 | 0.3 | -7.2 | 6.9 | 4.7 | 2.5 | 3.4 | -3.3
CCOC(=O)c1cnc(SC)nc1Oc1cccc(NS(=O)(=O)c2ccc(Cl)cc2)c1 | -1.7 | 13.7 | 0.2 | -0.2 | 8.4 | -2.2 | 43.2 | 18.3 | -0.6
Cc1ccc(CS(=O)(=O)c2ncn[nH]2)cc1 | -0.3 | -1.4 | -1.2 | -3.6 | 7.1 | -3.1 | 16.3 | -2.6 | -2.4
COc1ccc(S(=O)(=O)N2CCCCC2)cc1NC(=O)COC(=O)c1ccco1 | 1.5 | 30.7 | 1.3 | 0.2 | 3.3 | 1.9 | 12.6 | -1.7 | 1.2
O=c1c2ccccc2ncn1-c1ccc([N+](=O)[O-])cc1Cl | -11.3 | -1.9 | -1.0 | 1.1 | -1.7 | 1.2 | 3.1 | -13.4 | -3.0
CC(C)(C)NC(=O)c1cccc(NC(=O)Cc2cccs2)c1 | -2.5 | 8.1 | -1.3 | -0.2 | -5.4 | 10.0 | -8.0 | -9.0 | -0.3
Cc1ccccc1Cn1c(CN2CCN(c3ccc(F)cc3)CC2)nc2c1c(=O)n(C)c(=O)n2C | 9.2 | 38.4 | 2.7 | -3.5 | x | x | 62.1* | x | -1.5
CCOC(=O)C1Nc2ccc(C(F)(F)F)cc2C2C=CCC12 (stereo unspecified) | -85.4 | 21.8 | 0.8 | 10.3 | 11.8 | -6.5 | 24.3 | -6.4 | 1.9
CC1CN(C(=O)c2cccn(Cc3c(Cl)cccc3Cl)c2=O)CC(C)O1 (stereo unspecified) | -2.9 | 6.7 | -1.5 | -2.1 | -17.5 | 1.4 | 8.5 | -11.1 | -0.6
CCC(=O)N1CC2(C)CN(C(=O)CC)CC(C)(C1)C2 | 15.5 | 0.9 | 1.0 | -1.5 | -3.1 | -31.5 | -3.8 | 3.0 | -1.8
CCc1ccc(-n2c(Cc3ccccc3)n[nH]c2=S)cc1 | 5.8 | 31.2 | -0.7 | 0.9 | 2.2 | -0.5 | 3.2 | 1.2 | -1.6

Random excerpt: 3 records from the list, in no set order.
SMILES | APJ antagonist | tim23-1 inh | UPR CHOP act | APJ ag | CCR6 antagonist | CXCR6 block | Mdm2 MdmX PPI | EBI2 block | UPR XBP1 act
CCC(=O)N1CC2(C)CN(C(=O)CC)CC(C)(C1)C2 | 15.5 | 0.9 | 1.0 | -1.5 | -3.1 | -31.5 | -3.8 | 3.0 | -1.8
COc1ccc(S(=O)(=O)N2CCCCC2)cc1NC(=O)COC(=O)c1ccco1 | 1.5 | 30.7 | 1.3 | 0.2 | 3.3 | 1.9 | 12.6 | -1.7 | 1.2
CCc1ccc(-n2c(Cc3ccccc3)n[nH]c2=S)cc1 | 5.8 | 31.2 | -0.7 | 0.9 | 2.2 | -0.5 | 3.2 | 1.2 | -1.6

New compounds follow.
SMILES | APJ antagonist | tim23-1 inh | UPR CHOP act | APJ ag | CCR6 antagonist | CXCR6 block | Mdm2 MdmX PPI | EBI2 block | UPR XBP1 act
COc1ccc(N(CCC(=O)Nc2ccccc2F)S(=O)(=O)c2ccc(C)cc2C)cc1 | 7.7 | 34.9 | -2.5 | -2.4 | 13.4 | 7.1 | -10.0 | 23.2 | -2.0
Cc1cccc(CCN(Cc2cc3cccc(C)c3[nH]c2=O)C(=O)N2CCOCC2)c1 | 1.5 | 7.8 | -0.6 | 0.4 | 2.2 | -1.6 | 12.5 | -37.9 | -4.6
Cc1ccc(-c2nn(-c3ccccc3)cc2NC(=O)c2ccccc2)cc1 | 7.5 | 18.7 | 2.7 | 2.3 | -3.6 | 4.8 | 4.2 | 18.6 | -0.3
CCc1ccc(C(C)NC(=O)C2(C)CC2(Br)Br)cc1 (stereo unspecified) | 5.1 | 5.0 | -1.7 | -2.1 | 18.6 | 3.3 | 2.3 | 7.0 | 0.3
COc1ccc(CSc2nnc3[nH]c(=O)cc(N)n23)cc1 | 1.6 | 1.7 | -1.5 | -2.3 | 4.2 | 2.4 | 16.2 | 17.9 | -4.4
COc1ccc(S(=O)(=O)N2CCN(Cc3cccc([N+](=O)[O-])c3)CC2)cc1 | 14.3 | 30.6 | -2.0 | -4.4 | 15.1 | -7.6 | -2.5 | -0.6 | -0.7
COc1cccc2c1cc1c(=O)n(CC(=O)NCCCN3CCCCC3)nc(C)n12 | -3.0 | 1.0 | 6.6 | 3.3 | -6.8 | -7.7 | 6.6 | -3.1 | -1.0
Cc1cc(C)nc(Nc2ccc(F)cc2)n1 | -21.3 | 13.9 | 3.0 | 0.5 | -1.7 | -13.0 | 21.2 | 0.2 | 0.2
Cc1ccsc1/C=N/NC(=O)Cn1cnc2ccccc21 | 5.7 | 8.6 | -0.9 | -3.6 | 5.9 | -7.0 | 16.8 | 0.1 | -2.6
CCc1ccc2cccc3c2c1N=CN3C | -42.1 | 15.7 | -2.0 | 5.5 | -15.3 | -2.2 | 34.0 | 10.7 | 3.8
CCc1cccc(NC(=O)CC2Oc3ccccc3NC2=O)c1 (stereo unspecified) | -6.9 | 6.7 | 1.8 | -4.6 | 4.5 | 14.6 | 16.3 | -3.8 | -1.5
